High-throughput results deposited in PubChem BioAssay by National Center for Advancing Translational Sciences (NCATS).
BRCA1 expr act: activators of BRCA1 expression. MCF7-BRCA1-FFLuc reporter, luminescence, 48 h; response scale: scaled: vehicle 0%, 10 µM genistein 100%. Potency, µM (titrated, usually from 46.1 µM), inactives show at the highest dose activation, actives largely listed as activators. 380,000 compounds, 1.1% hits; also: potency is read from the fitted curve at half-maximal effect; nearly all actives have a fitted effect of over 80% in size; some results filed as inactive show a strong effect at the top dose
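Using MCF7 cells harboring a BRCA1 firefly luciferase reporter, plated 2 h before compound pinning, the screen measured luminescence after 48 h incubation. Responses were normalized to DMSO and 10 microM genistein, then fitted for concentration-effect.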
Eya2 phos inh: blocks the phosphatase activity of human Eya2. 330,000 compounds, 0.006% hits. recombinant Eya2, OMFP fluorescence dephosphorylation (OMFP is methylfluorescein phosphate). AID 488837. O00167. Potency, µM (highest dose often 76.9 µM), for the others: at the top dose activity, negative = inhibition, actives largely listed as inhibitors; also: potency is read from the fitted curve at half-maximal effect; % is scaled to controls: 0 for no effect and ±100 for the full control effect
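Eya2 (0.2 uM) preincubated 10 min at ambient with compound, then OMFP substrate added at 50 uM; 10 min reaction in 50 mM HEPES pH 7.5, 50 mM NaCl, 5 uM MgCl2, 0.05% BSA, 1 mM DTT. Fluorescence read at Ex 485/Em 525 nm.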
S-ASM inh: inhibitors of human secretory acid sphingomyelinase; P17405; placental ASM, HMU-PC fluorogenic substrate, 60 min; Potency, µM (highest dose often 57.5 µM), without a hit: at the highest dose activity change, negative = inhibition, most hits filed as inhibitors; 340,000 compounds, 0.006% hits; also: potency is read from the fitted curve at half-maximal effect
Target sequence (P17405 47-631 limits assumed): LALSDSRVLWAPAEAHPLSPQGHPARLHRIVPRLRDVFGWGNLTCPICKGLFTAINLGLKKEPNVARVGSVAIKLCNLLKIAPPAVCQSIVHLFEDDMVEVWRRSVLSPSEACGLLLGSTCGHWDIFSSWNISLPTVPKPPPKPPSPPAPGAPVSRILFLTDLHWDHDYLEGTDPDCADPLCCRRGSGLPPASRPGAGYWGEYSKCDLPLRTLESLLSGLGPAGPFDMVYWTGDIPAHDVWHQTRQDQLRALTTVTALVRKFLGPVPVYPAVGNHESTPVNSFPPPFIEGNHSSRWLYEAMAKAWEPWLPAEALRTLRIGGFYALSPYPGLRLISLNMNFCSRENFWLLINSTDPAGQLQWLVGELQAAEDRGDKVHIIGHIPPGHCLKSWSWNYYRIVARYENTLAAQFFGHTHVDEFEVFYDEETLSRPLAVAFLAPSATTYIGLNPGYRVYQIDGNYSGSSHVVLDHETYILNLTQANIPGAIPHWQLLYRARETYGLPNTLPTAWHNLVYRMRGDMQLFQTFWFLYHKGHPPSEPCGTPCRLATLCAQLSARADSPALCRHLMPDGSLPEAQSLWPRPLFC
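Human placenta-derived ASM enzyme was preincubated with compound for 10 minutes at room temperature, then given fluorogenic substrate HMU-PC0 (9 uM final) for 60 minutes at 37 °C; a pH 10 stop preceded fluorescence reading at Ex 386/Em 447 nm.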
USP2a block: inhibitors of human ubiquitin-specific protease USP2a; O75604; USP2 core, Ub-CHOP2 coupled fluorogenic reporter, 485/531; Potency, µM (titrated, usually from 38.3 µM), inactives show at the top dose activity change, negative = inhibition, hits mostly inhibitors; 330,000 compounds, 0.01% hits;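 also: potency is read from the fitted curve at half-maximal effect; plate controls were DMSO wells for no effect and full inhibition by NEM control for full effect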
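Deubiquitinase activity read as fluorescence (485/531 nm) after Ub-CHOP2 cleavage activates the enterokinase reporter on its substrate; USP2 core 10nM, Ub-CHOP2 and substrate 25nM each, 30min compound preincubation then 60min RT; data normalized to NEM, curves fitted.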
uPA surface inh: blocks generation of uPA at the cell surface; cell surface uPA generation assay, qHTS; 330,000 compounds, 0.31% hits; Potency, µM (series often up to 38.3 µM), for the others: at the top dose activity change, negative = inhibition, most hits filed as inhibitors; active = well fitted inhibition curve with a large enough effect; inconclusive = small, poorly fitted or top-dose-only effect; inactive = no such curve, though single readings can be large or run the other way; tested in mouse RAW 264.7 cells; also: potency is read from the fitted curve at half-maximal effect; % is scaled to controls: 0 for no effect and ±100 for the full control effect; nearly all actives have a fitted effect of over 55% in size
B2AR arrestin: recruits beta-arrestin to the human beta2-adrenergic receptor | P07550 | beta-arrestin recruitment to beta2AR, cell-based reporter | Potency, µM (titrated, usually from 46.1 µM), without a hit: top-dose activation, actives largely listed as activators | 330,000 compounds, 0.02% hits;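 also: potency is read from the fitted curve at half-maximal effect; 0% = DMSO controls and full agonism = EC100 isoproterenol or metaproterenol; nearly all actives have a fitted effect of over 65% in size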
TSG101-PTAP inh: blocks PTAP/TSG101 interaction to inhibit HIV-1 budding; 340,000 tested, under 10 active; Fluorescence polarization, FITC-PTAP peptide / Tsg101 binding; Potency, µM (highest dose often 115 µM), for inactives: at the highest dose activity change, negative = inhibition, hits mostly inhibitors; Q99816; AID 493005; active = well fitted inhibition curve with a large enough effect in the main read-out, with a control signal flat, not every such curve was filed as active; inconclusive = small, poorly fitted or top-dose-only effect, or effect the other way, or a change in a side signal; inactive = no such curve, though single readings can be large or run the other way; also: potency is read from the fitted curve at half-maximal effect; % of control where 0% means no effect
Target sequence (Q99816 whole entry, looked up): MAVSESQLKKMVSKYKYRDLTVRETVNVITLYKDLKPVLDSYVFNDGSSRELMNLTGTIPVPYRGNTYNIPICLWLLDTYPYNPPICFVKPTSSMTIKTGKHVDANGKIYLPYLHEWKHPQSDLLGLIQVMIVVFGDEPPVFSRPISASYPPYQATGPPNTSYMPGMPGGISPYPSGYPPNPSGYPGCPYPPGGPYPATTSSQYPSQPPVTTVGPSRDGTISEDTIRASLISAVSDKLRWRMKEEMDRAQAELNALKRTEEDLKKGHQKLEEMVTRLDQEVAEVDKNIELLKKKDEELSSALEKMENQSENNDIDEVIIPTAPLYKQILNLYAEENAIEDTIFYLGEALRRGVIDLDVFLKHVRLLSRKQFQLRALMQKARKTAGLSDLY
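Fluorescence polarization binding of Tsg101 binding domain (10 uM final) to FITC-labeled PTAP peptide (50 nM final) in HEPES pH 7.5 buffer with NaCl, Tween 20, EDTA, TCEP. Compounds added before peptide; binding 20 min at RT.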
p53 reactivation: restores transcriptional activity of mutant p53. Potency, µM (top dose mostly 92.2 µM), inactives show at the top dose activity change, positive = activation, most hits filed as activators. H1299 p53-A138V BP100-luciferase reporter, luminescence, 24 h. 320,000 compounds, 0.063% hits; also: potency is read from the fitted curve at half-maximal effect; % of control where 0% means no effect; nearly all actives have a fitted effect of over 45% in size
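p53-null H1299 cells stably carrying temperature-sensitive p53-A138V and a BP100-luciferase reporter were pinned with compounds (4-point, 1:5 series) and held 24 hrs at 37 deg C. Luminescence was read 10 min after detection reagent.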
TRPV1 ag: agonists of human vanilloid receptor 1 (TRPV1); Q8NER1; TRPV1-expressing cells, Fluo-8 calcium influx, agonist mode; activation, % at 8.33 µM; 320,000 compounds, 0.19% hits; in the data active = activation above about 80%; inconclusive = between about 30% and that limit; also: 0% is about no effect
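TRPV1-expressing cells were cultured overnight at 35.5C and loaded with Fluo-8 calcium dye for 40 to 90 min at room temperature. After a 10 s baseline, compound was added and calcium influx was read kinetically for 3 min (ex 480/em 520 nm).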
Integrin act MD: activates integrin-mediated alleviation for muscular dystrophy; alpha7betagal myoblasts, beta-gal FDG fluorescence, 48 h; Potency, µM (titrated, usually from 38.3 µM), for inactives: at the top dose activation, most hits filed as activators; 350,000 compounds, 0.064% hits; AID 624291;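 also: potency is read from the fitted curve at half-maximal effect; 100% = response of the positive control SU9516; nearly all actives have a fitted effect of over 60% in size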
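Alpha7betagal+/- myoblasts (passage 13) were plated 16-24 hr, then exposed to compounds (1:260 dilution of DMSO stock) for 48 hours at 37C. After MPER lysis, β-galactosidase reporter activity was read as FDG fluorescence (ex 480/em 540) after 30 minutes.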
ELG1 genotox: induces genotoxicity in HEK293T cells with luciferase-tagged ELG1; HEK293T ELG1-luciferase reporter, luminescence, 16 h; Potency, µM (titrated, usually from 46 µM), inactives show at the top dose activity change, positive = activation, actives largely listed as activators; 330,000 compounds, 1.3% hits; also: potency is read from the fitted curve at half-maximal effect; % of control where 0% means no effect; nearly all actives have a fitted effect of over 60% in size
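Luminescence read-out: rising ELG1-luciferase signal, reflecting elevated ELG1 protein under genetic stress, flags genotoxic compounds. Cells were treated for 16 hr at 37 °C before ONE-Glo detection.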
* hit, by the source's call; ? = inconclusive; . = not tested or not shown; [ ] = remark or other dose. Unless noted, calls follow the shape of the dose curve; as a rule, active = well fitted curve in the direction sought with a large enough effect; inconclusive = small, poorly fitted or top-dose-only effect, or another doubt; inactive = no such curve, though single readings can be large; an effect the other way counts as inactive or inconclusive.

SMILES	BRCA1 expr act	Eya2 phos inh	S-ASM inh	USP2a block	uPA surface inh	B2AR arrestin	TSG101-PTAP inh	p53 reactivation	TRPV1 ag	Integrin act MD	ELG1 genotox
O=C(OC(C(=O)NCc1cccs1)c1ccccn1)c1cccs1 (stereo unspecified)	-1%	8%	0%	-4%	11%	-0.5%	-4%	-1%	7	-22%	2%
Cc1ccc(S(=O)(=O)c2c(C)cc(C)[nH]c2=O)c(C)c1	9%	-13%	0%	2%	7%	0.2%	-9%	-3%	0	1%	0%
C/C(=N\NC(=O)c1ccc2c(c1)OCO2)c1cccnc1	64%	-4%	2%	0%	?	3.5%	4%	9%	?	-22%	?
O=C(CN1CCN(C(=O)C2CCCO2)CC1)Nc1cc(Cl)ccc1Cl (stereo unspecified)	5%	10%	5%	-2%	-22%	-0.2%	-1%	0%	-3	-21%	3%
Nc1c(S(=O)(=O)c2cccs2)c2nc3ccccc3nc2n1CCc1ccccc1	.	-27%	.	-17%	.	-1.1%	.	-9%	9	.	-11%
COc1cc2cc(C)nc(Cc3cccc4ccccc34)c2cc1OC	-20%	-5%	1%	5%	5%	-0.6%	1%	-7%	23	-14%	-1%
COc1ccc(CCC(=O)OCC(=O)c2c(N)n(CC(C)C)c(=O)n(C)c2=O)cc1	0%	-15%	-11%	-1%	9%	-0.4%	-1%	-1%	3	-28%	-8%
COc1ccc(CC(=O)Nc2nnc(C(C)C)s2)cc1OC	-5%	-9%	2%	12%	1%	-0.3%	1%	-8%	5	-25%	-13%
Cc1nn(CCCNC(=O)C2CCCO2)cc1Br (stereo unspecified)	-8%	-5%	-1%	0%	.	0.3%	-4%	-3%	1	18%	1%
COc1ccccc1NC(=S)NC(NC(C)=O)C(Cl)(Cl)Cl (stereo unspecified)	0%	1%	0%	3%	-1%	3.2%	-5%	0%	-1	5%	-2%
C=CCn1c(SCC(=O)Nc2c(C)nn(Cc3ccccc3)c2C)nnc1C(O)c1ccccc1 (stereo unspecified)	1%	-41%	4%	0%	-1%	0.1%	-3%	5%	.	21%	1%
Cc1cc(C)cc(OCC(=O)N(Cc2ccc(N(C)C)cc2)C2CCS(=O)(=O)C2)c1 (stereo unspecified)	-6%	-27%	-3%	1%	4%	3.3%	-1%	-5%	18	2%	-1%
COC(=O)c1c(NC(=O)CN2CCN(c3ccccc3Cl)CC2)sc(C)c1C	-28%	-23%	-5%	-1%	-13%	-0.2%	1%	-15%	-1	-27%	-5%
COc1ccc(NC(=O)Nc2ccc3c(c2)C(=O)N([C@H](C)CO)C[C@H](C)[C@@H](CN(C)S(=O)(=O)c2ccccc2)O3)cc1	-13%	-5%	-9%	-12%	8%	0.2%	-9%	-6%	.	10%	-2%
CCN(CC(=O)NC)S(=O)(=O)c1ccc(Br)cc1	-11%	1%	0%	2%	0%	-0.2%	-4%	-2%	1	5%	1%
CCOC(=O)Nc1nc(C)c(C(=O)N(C)C)s1	-11%	13%	1%	0%	1%	0.1%	0%	-3%	0	37%[7.66 µM]	2%
CC1CCCCN1C(=O)c1ccc(C(=O)N2CCCCC2C)cc1 (stereo unspecified)	9%	-10%	0%	-2%	.	0.1%	-8%	3%	0	1%[7.66 µM]	0%
Cc1cc(C)c(O)c(-c2cc(C(=O)NCc3ccccc3)[nH]n2)c1	-6%	-7%	-1%	0%	2%	-0.4%	-4%	-1%	?	-20%	-1%
Cc1ccc(CN2CCN(/N=C/c3ccc(C)s3)CC2)cc1	3%	1%	1%	4%	3%	-0.9%	0%	-5%	2	-16%	-1%
Cc1cc(NC(=O)CCN2CCN(Cc3ccccc3)CC2)ccc1Br	-7%	8%	0%	0%	7%	2.8%	0%	-1%	2	-50%[inhibitor]	-19%
COC(=O)Cn1ncc(N(C)Cc2ccccc2)c(Cl)c1=O	?	-5%	-1%	-1%	-6%	0.0%	-1%	17%	14	?	?
COC(=O)CCC(=O)OC1(C)C(=O)C2=CN(Cc3ccc(OC)cc3)C(c3ccc(OC)cc3)=CC2=C(Br)C1=O (stereo unspecified)	-13%	.	13%	.	-14%	.	-8%	.	.	8%	.
COC(=O)/C=C1\SC(=NC(=O)c2ccc(C)cc2)NC1=O	-2%	-2%	-13%	-2%	-1%	0.2%	-2%	5%	3	6%	1%
COC(=O)c1ccc(C(NC(=O)OCc2ccccc2)/C(C)=C/[C@@H](C)C(=O)NCc2ccc(-c3ccccc3)cc2)cc1 (stereo partly specified)	0%	-1%	-1%	0%	3%	-0.8%	-4%	11%	1	1%	0%
CN1CCN(NC(=S)NC2CCCC2)CC1	1%	-6%	1%	10%	-12%	0.1%	2%	-3%	-3	0%	0%
C/C(=N\NC(=O)Cn1nc(C)c([N+](=O)[O-])c1C)c1ccc(Cl)s1	-2%	-17%	-1%	0%	2%	0.6%	0%	3%	2	-23%	0%
Cc1ccc(C)c(OCCC(=O)Nc2cccc(S(=O)(=O)N3CCCCC3)c2)c1	-33%	-2%	-3%	2%	-6%	0.3%	-2%	3%	9	-67%[inhibitor]	-9%
N#Cc1ccc(/C=N/N=C(N)N)cc1	6%	30%	0%	1%	-1%	-0.2%	-6%	2%	-1	-8%	-4%
CCN(CC)c1nc(-c2ccccc2)cc(C(F)(F)F)c1C#N	-34%	-28%	402%[activator]	1%	-2%	-0.1%	-3%	-1%	.	-3%	0%
Cc1cccc(N2CCN(C(=O)CCn3c(=O)[nH]c4ccsc4c3=O)CC2C)c1 (stereo unspecified)	-6%	-1%	-4%	-1%	7%	0.2%	0%	1%	-5	-11%	-5%
COC(=O)c1ccc(C2c3[nH]c4ccccc4c3C[C@H]3C(=O)N(C4CCN(Cc5ccccc5)CC4)CC(=O)N23)cc1 (stereo partly specified)	-40%	6%	-9%	-11%	-10%	0.1%	-6%	-2%	-7	-5%	-4%
CCOC(=O)c1ccc(NC(=O)Nc2ccc3c4c(cccc24)C(=O)N3CC)cc1	-26%	16%	-2%	0%	.	3.3%	26%	11%	0	-20%	12%
CCCc1nc2sc3c(c2c(=O)n1NC(=O)CCC(=O)OC)CCCC3	0%	7%	5%	-2%	0%	0.2%	-6%	8%	10	30%	-3%
CC(/C=N/n1c(-c2ccco2)n[nH]c1=S)=C\c1ccco1	-37%	-2%	-2%	-5%	-5%	0.4%	-1%	2%	13	10%	2%
COC(=O)c1cc(S(=O)(=O)NCC2CCN(CCc3ccc(OC)cc3)CC2)cn1C	-1%	-5%	3%	1%	-6%	-0.8%	-3%	8%	6	-20%	-3%
COc1ccc(-c2[nH]ncc2CNC(C)CCn2cccn2)cc1F (stereo unspecified)	0%	-1%	10%	0%	-3%	-0.2%	-4%	-2%	1	0%	-5%
O=C(NCCC1=CCCCC1)c1ccc(CN2CCOCC2)cc1	?	6%	4%	0%	-1%	-0.5%	-5%	?	?	-38%	?
CCCN(C(=O)c1cccc(S(=O)(=O)N2CCN(Cc3ccccc3)CC2)c1)C1CCS(=O)(=O)C1 (stereo unspecified)	-9%	-5%	1%	0%	-1%	0.2%	0%	2%	-1	-27%	1%
Cc1ccc(S(=O)(=O)N(C)C)cc1NC(=O)COC(=O)C1=COCCO1	3%	12%	-4%	1%	7%	-0.2%	-7%	-2%	0	0%	5%
CC(=O)Nc1cc(-c2ccc(F)cc2)[nH]n1	0%	2%	2%	-4%	0%	-1.4%	0%	5%	-1	-2%	5%
O=C(Nc1ccc(S(=O)(=O)Nc2nccs2)cc1)c1nn(-c2ccccc2)ccc1=O	1%	8%	5%	-1%	-10%	0.3%	2%	5%	0	26%	4%
O=C(COC(=O)/C=C/c1ccc(Cl)cc1)Nc1cccc(S(=O)(=O)NC2=NCCCCC2)c1	-8%	-14%	-13%	1%	9%	0.1%	-2%	3%	.	-13%	0%
Cc1cccc2cc(COC(=O)C3CCCO3)c(=O)[nH]c12 (stereo unspecified)	6%	-3%	0%	-6%	0%	-0.4%	-2%	7%	2	-15%	2%
COc1ccc(CNC(=O)c2ccc3ccccc3n2)cc1	0%	?	-7%	1%	9%	0.2%	-7%	.	10	?	13%

Rows were taken by chance; any-hit rate near 2.6%.
